Screens as filed in PubChem.
SSB-PriA inh – K. pneumoniae PriA-SSBct interaction inhibition; AlphaScreen SSBct-PriA binding, biotinylated peptide; inhibition, % at 33 µM; 430,000 tested, 0.6% active; AID 1272365; in the data active = inhibition mostly above about 37%, no sharp cut-off; inactive = mostly below about 20%;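 also: plate controls were negative control peptide for no effect and reference peptide for full effect; strong numbers were not always called active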
Starred values were filed as active, the others as inactive; & = joins results of further samples.

smiles | SSB-PriA inh
O=C(Nc1ccccc1-c1nc2ccccc2[nH]1)C1CCN(S(=O)(=O)c2ccc(Cl)s2)CC1 | -16
O=C(Nc1nnc(Cc2cccs2)o1)c1ccc(S(=O)(=O)N2CCOCC2)cc1 | 79*
O=C(NCc1ccc(F)cc1)N1CCN(CCn2ncccc2=O)CC1 | 3
O=[N+]([O-])c1ccc(C=NNC(=S)Nc2ccccc2C(F)(F)F)o1 | 8
O=C(Nc1ccccc1-c1nc2ccccc2s1)c1ccccc1Br | -2
COc1ccc(C(C)=NN2C(C)CCCC2C)c(OC)c1 (stereo not given) | 6
Cc1onc(-c2ccccc2Cl)c1C(=O)NCc1cc(-c2ccccn2)n(C)n1 | -4
O=C(c1cc2ccccc2oc1=O)N1CCN(c2ccc(-c3ccc(F)cc3)nn2)CC1 | -11
COc1ccc(N2CC(NC(=O)Cc3ccc(OC)c(OC)c3)CC2=O)cc1 (stereo not given) | 9
CN(C)CCCN1C(=O)C(=O)C(=C(O)c2ccncc2)C1c1cccc(Br)c1 (stereo not given) | -4
O=C(CSc1nnc(-c2cccnc2)o1)NCc1ccco1 | 8
Cn1cc(S(=O)(=O)N2CCCN(S(=O)(=O)CCC(F)(F)F)CC2)cn1 | -7
O=C(c1cc(Cl)sc1Cl)N(CCn1cccn1)c1nc2c(F)cccc2s1 | -3
O=C(Nc1cnc(N2CCN(c3ccccn3)CC2)nc1)c1ccc(Br)o1 | -14
C=CCNC(=O)C(=O)Nc1cc(C)nc2ccccc12 | 0
Cc1nc2ccccc2n1CC1CCN(CC(N)=O)CC1 | 4
Cn1cc([C@@H](O)CNC(=O)C(=O)NCc2ccc(F)cc2)c2ccccc21 | -9
COc1ccc(CC(=O)NCCN2CCN(c3ccccc3OC)CC2)cc1 | -15&-4
Cc1cccc(S(=O)(=O)NC(C(=O)O)C(C)C)c1 (stereo not given) | -17
CCN1C(=O)Cc2cc(NC(=O)c3cccc(C)c3)ccc21 | -1
O=C(NCCn1ccn2nc(-c3cccs3)cc12)c1ccc2nsnc2c1 | 1
CCc1nnc(NC(=O)CSc2nc(C3CCCC3)nc3c2c(=O)n(C)c(=O)n3C)s1 | -5&-3
C=CCc1cccc(C=NNC(=O)c2ccc3nc[nH]c3c2)c1O | 14
CCCCc1ccc(-n2nnc(C(=O)Nc3ccccc3)c2C)cc1 | -5
COC(=O)c1ccc(NC(=O)CSc2nc3c(sc(=S)n3-c3ccccc3)c(=O)[nH]2)cc1 | -4
COc1cccc(S(=O)(=O)NCc2ccc(C(=O)Nc3ccc(Br)cc3F)cc2)c1 | -14&-4
O=C(NCc1cccs1)C1CCN(Cc2nc3ccccc3[nH]2)CC1 | -17
Cn1c(SCC(=O)NCCc2ccccc2)nc2c(-c3ccccc3)c[nH]c2c1=O | 0
Cc1nonc1C(=O)NN=Cc1ccc([N+](=O)[O-])o1 | -6
COc1ccc(OC)c(NC(=O)CSc2ncc(-c3cccc(Br)c3)o2)c1 | 2

Two entries drawn at random from those above:
smiles | SSB-PriA inh
COc1ccc(OC)c(NC(=O)CSc2ncc(-c3cccc(Br)c3)o2)c1 | 2
COc1ccc(N2CC(NC(=O)Cc3ccc(OC)c(OC)c3)CC2=O)cc1 (stereo not given) | 9

(listing goes on)
smiles | SSB-PriA inh
Cn1c(-c2ccccn2)nn(CCNC(=O)CSC2CCCC2)c1=O | -7
NC(N)=NN=Cc1cc([N+](=O)[O-])ccc1O | -2
O=C(NCC(O)(c1ccccc1)C(F)(F)F)C1(c2ccccc2)CCOCC1 (stereo not given) | -13
Cc1c(C(=O)NCc2nnc(SCC(=O)N3CCCC3)o2)cccc1[N+](=O)[O-] | 4
O=C(NCc1c(F)cccc1F)c1ccc(OCc2nc(-c3ccco3)cs2)cc1 | -7
O=C(NN=Cc1ccc(O)cc1O)C1CC1 | -7
NC(=O)c1ccccc1OCC#CCNC(=O)Nc1ccccc1C(F)(F)F | -1
COc1ccc(Cl)cc1S(=O)(=O)Cc1nc(-c2cccc(C)c2)no1 | -18
O=C(COCC(=O)NN=Cc1ccc(F)cc1)NN=Cc1ccc(F)cc1 | -12
CCOc1ccccc1OCC(=O)NN=C(C)Cc1ccc(OC)cc1 | -7
Cn1ccnc1SCC1CCN(C(=O)c2ccc(Br)o2)CC1 | -9
Cn1cccc1C(CNC(=O)C(=O)NCCC1=CCCCC1)N1CCOCC1 (stereo not given) | -7
Cc1cc(C(=O)Nc2cc(-n3c(C)nc4ccccc4c3=O)ccc2F)ccc1[N+](=O)[O-] | 9
CC(=CC(=O)c1ccc(Cl)cc1)Nc1ccc(N2CCOCC2)cc1 | -3
O=C(CSc1ncc(-c2ccccc2)[nH]1)NCc1ccccc1 | 23
Cc1ccccc1Cn1cc(SCC(=O)Nc2ccc([N+](=O)[O-])cc2)c2ccccc21 | -3
CC1Cc2cc(C(O)=C3C(=O)C(=O)N(CCCn4ccnc4)C3c3ccncc3)ccc2O1 (stereo not given) | 8
CCOc1ccc(NC(=S)NC(C)(C)C)cc1 | 3
COc1cccc(C(O)=C2C(=O)C(=O)N(CCN3CCOCC3)C2c2cccs2)c1 (stereo not given) | 1
CC(C)COC(=O)c1c(N)n(-c2ccc(S(N)(=O)=O)cc2)c2nc3ccccc3nc12 | 7
CSc1ccccc1NC(=O)c1cnc2sccn2c1=O | -18
CC(C)CCN1C(=O)C(C)(C)COc2ccc(NS(=O)(=O)c3ccc(F)cc3)cc21 | 4
O=C(NCC#CCOc1ccc2c(c1)OCO2)C1COc2ccccc2O1 (stereo not given) | -38
COc1ccc(CNC=C2CCCCC2=O)cc1 | -10
O=c1[nH]c2sc3c(c2c(=O)n1-c1ccccc1)CCCC3 | -3
COc1ccc(C(C)=O)cc1NC(=O)c1nnn(-c2ccccc2)c1N | -9
CCC(=O)Nc1ccc(C)cc1C | -9
N#Cc1nccnc1O[C@H]1CCN(C(=O)c2ccc(Cn3ccnc3)cc2)C1 | -19
Cc1ccc(NC(=O)CON=Cc2ccc(N(C)C)cc2)cc1 | -7
CCOc1ccc(CC(=O)N[C@H]2CC(=O)N(c3ccc(C)c(C)c3)C2)cc1 | -14

Next part; it opens with the 6 that closed the last part.
smiles | SSB-PriA inh
O=c1[nH]c2sc3c(c2c(=O)n1-c1ccccc1)CCCC3 | -3
COc1ccc(C(C)=O)cc1NC(=O)c1nnn(-c2ccccc2)c1N | -9
CCC(=O)Nc1ccc(C)cc1C | -9
N#Cc1nccnc1O[C@H]1CCN(C(=O)c2ccc(Cn3ccnc3)cc2)C1 | -19
Cc1ccc(NC(=O)CON=Cc2ccc(N(C)C)cc2)cc1 | -7
CCOc1ccc(CC(=O)N[C@H]2CC(=O)N(c3ccc(C)c(C)c3)C2)cc1 | -14
COc1ccc(C(N)=NOC(=O)c2cc(-c3ccccc3)nc3ccccc23)cc1 | -7
NCC(=O)N(c1ccccc1)c1ccccc1 | -24
COc1ccc(Cl)cc1C(=O)N1CC[C@H](Oc2ccc(C)nn2)C1 | -29
COc1ccc(NC(=O)Nc2cnc(N(C)C)nc2N(C)C)c(C)c1 | -15
CC(OC(=O)c1ccc(S(=O)(=O)N2CCCC2)cc1)c1nc2ccccc2s1 (stereo not given) | -4
Cn1cccc1C=Nn1c(-c2ccccc2)n[nH]c1=S | -13
O=C(c1ccccc1Cl)N1CCO[C@H](c2ccccc2)C1 | 0
Cc1cc(N2CCOCC2)nc(SCC(=O)NCCCO)n1 | -14
COc1ccccc1-c1cc(C(=O)NN=Cc2cccs2)c2ccccc2n1 | 2
O=C(NN=Cc1ccc(N2CCOCC2)c([N+](=O)[O-])c1)c1ccc(F)cc1 | 10
Cn1c(=O)c([N+](=O)[O-])c(N2CCN(c3ccc(F)cc3)CC2)c2ccccc21 | 8
Cn1c(=O)n(CC(=O)O)c(=O)c2c1nc1n2CCN1c1ccc(F)cc1 | -3
CSc1ccc(-c2noc(Cn3nc(-c4ccccc4F)ccc3=O)n2)cc1 | -10
CCCNc1nc(SC)nc2c1cnn2CCNC(=O)Cc1ccc(OC)cc1 | -25
CC(=O)c1cccc(NC(=O)COc2cc(C)nc(-c3ccc(C)cc3)n2)c1 | -5
O=C(Nc1ccc(F)cc1)c1cc(-c2ccccc2)n(C2CCS(=O)(=O)C2)n1 (stereo not given) | -6
CCOC(=O)c1sc(NC(=O)c2cc(N3CCCC3)ncn2)nc1C | -15
C#CCSc1nc2ccc([N+](=O)[O-])cc2s1 | -7
Cc1ccc(S(=O)(=O)N2CCN(c3ccc(-c4ccco4)nn3)CC2)s1 | -2
CC(=O)N1CCN(c2cc3c(cc2F)c(=O)c(C(=O)Nc2nnc(C(C)C)s2)cn3C2CC2)CC1 | -20
COc1ccc2nc(-c3ccc(OC)c(NS(=O)(=O)c4cc(C)cc(C)c4)c3)cn2n1 | -5
C[C@H](Oc1ccccc1)C(=O)Nc1nc(C2CCCCC2)cs1 | -2
O=C(c1ccc2nsnc2c1)N1CC(c2nc(-c3ccc[nH]c3=O)no2)C1 | -18
COc1ccc2nc(-n3nc(C)cc3NC(=O)C3CC3)sc2c1 | -4
COc1ccc(CCNC(=O)CSc2nnc3n2CCN3c2ccccc2)cc1OC | 7
O=C(NN=Cc1cc2c(cc1Cl)OCO2)c1cccs1 | 0
NC1C=CS(=O)(=O)C1 (stereo not given) | -10
COC(=O)c1ccccc1NC(=O)C1(c2cccs2)CCCC1 | -42
C(/C=C/c1ccccc1)=Nn1cnnc1 | -8
CC(=O)N1CCc2c(sc(NC(=O)/C=C/c3ccc([N+](=O)[O-])cc3)c2C#N)C1 | -6
O=C(CC=NOCc1c(Cl)cccc1Cl)c1ccccc1 | -1
CC(C)Sc1ccc(CC(=O)N2CCc3nc(NC(=O)c4ccco4)sc3C2)cc1 | 4
Cc1ccc(OC2CCN(C(=O)c3cnn(-c4ccccc4)c3C)CC2)nn1 | 2
Cc1ccc(NN=Cc2c(C)c(C#N)c(=O)n(C)c2O)cc1C | 12
COc1ccc(NC(=O)CSc2ccc(NC(C)=O)nn2)cc1OC | -3
O=C(C(c1ccccc1)c1ccccc1)N(CCc1cccs1)Cc1ccco1 | 4
Nn1c(SCC(=O)Nc2cc(C(F)(F)F)ccc2Cl)nnc1-c1cccnc1 | -7
O=C(COCc1ccccc1)N1CCC[C@H](Cc2nc(C3CC3)no2)C1 | -6
Clc1cccc(CSc2nnc(-c3ccncc3)o2)c1 | -5
O=C(NCC[C@H](O)c1ccsc1)c1c(F)cccc1F | 0
CCc1c(C)nc(SCC(=O)Nc2nc3ccc(C)cc3s2)[nH]c1=O | 7
O=C(CN(CCc1ccccc1)S(=O)(=O)c1ccc(Br)cc1)NN=Cc1ccc2c(c1)OCO2 | -4
Cn1nc(C(F)(F)F)c(C=NOC(=O)c2ccccc2)c1Sc1ccc(Cl)cc1 | -27
COc1ccc(CCNC(=O)CSc2nc3ccccc3nc2C)cc1OC | -12
O=C(NCCc1c[nH]c2ccccc12)C(=O)Nc1ccccc1F | -12
CCCOc1ccc(/C=c2\sc3nc4ccccc4n3c2=O)cc1OCC | 3
O=C(Nc1ccsc1-c1nc(C2CC2)no1)c1ccc(C(F)(F)F)nc1 | -9
O=C(NCc1nnnn1-c1ccccc1)Nc1ccc2c(c1)OCO2 | -8
CCn1c(SCC(=O)Nc2ccccc2C)nc2c(-c3ccccc3)csc2c1=O | -7
Nc1c(C(=O)NC2CCCC2)sc(=S)n1-c1ccc(Cl)cc1 | 12
COC(=O)c1sc2cccc(F)c2c1S(=O)(=O)N1CCC(C(N)=O)(N2CCCCC2)CC1 | 1
Cc1cc(C)cc(-n2ccnc2SCC(=O)Nc2cccc(Cl)c2)c1 | 47*
CC(C)S(=O)(=O)c1ccc(C(=O)Nc2nc(-c3nc4ccccc4s3)cs2)cc1 | -7
CN(C)S(=O)(=O)c1ccc(C(=O)N2CCC(CSC3=NCCS3)CC2)cc1 | -11
O=S(=O)(NCCS(=O)(=O)N1CCc2ccccc21)c1ccc(OC(F)(F)F)cc1 | -18
COc1ccc(OC)c(-n2c(CNC(=O)c3cccc([N+](=O)[O-])c3C)nnc2SCC(=O)Nc2ccc(F)cc2)c1 | 5
Cc1ccc(-c2nc3ccccc3nc2NNC(=O)CCCC(=O)O)cc1 | -8
Cc1c(C(=O)O)[nH][nH]c1=O | -15
COc1cc(COCC2CCN(C(=O)c3cccc(Br)c3)CC2)cc(OC)c1 | -14
COc1ccc(CC(=O)N2CCC(c3nnc(-c4ccsc4)o3)CC2)cc1OC | -3

The list continues:
smiles | SSB-PriA inh
Fc1ccc(-n2nnnc2CCl)cc1 | -14
Cc1cccc(OC2CCN(C(=O)c3ccc(=O)oc3)CC2)n1 | -14
O=C1c2cccc3cccc(c23)C(=O)N1N=Cc1c(O)n(-c2ccccc2)c(=O)[nH]c1=O | -3
COC(=O)C(C(C)=O)C1=CC(=NS(=O)(=O)c2ccc(C)cc2)c2ccccc2C1=O (stereo not given) | 10
Cc1cc(C(F)(F)F)nc(CCNC(=O)c2cnc3ccccc3n2)n1 | 18
O=C(Nc1nc2ccc(Cl)cc2s1)c1cccc([N+](=O)[O-])c1 | -4
O=C1CCCN1c1ccc(CSc2ccc(-c3ccccc3Cl)nn2)cc1 | -15
CC(=O)Nc1cccc(NC(=O)C(=O)NCC2CCN(Cc3cccs3)CC2)c1 | -30
COc1cccc(C(CNS(=O)(=O)c2ccc(F)cc2C)N2CCOCC2)c1 (stereo not given) | -7
COC(=O)c1ccc(N2Cc3ccccc3C2=NC(=O)Nc2ccccc2)cc1 | -6
CC(=O)Nc1cccc(C(C)=NNC(=O)c2ccc(O)cc2)c1 | -7
CC(=O)OC1CCC2(C)C(CCC3C2CC(OC(C)=O)C2(C)C3C[C@@H]3O[C@]4(CC[C@@H](C)CO4)[C@@H](C)C32)C1 (stereo not given in full) | 0
Cc1nc(-c2ccccc2NC(=O)c2cc(-c3cccs3)nn2C)cs1 | -8
O=[N+]([O-])c1ccc(C=NNc2nc(N3CCCCCC3)nc(N3CCCCCC3)n2)o1 | 5

These rows are one share of the data, so the mix of outcomes need not match the whole.
